Assay outcomes from PubChem.
TRHR PAM: allosterically enhances the human TRH receptor; actives 0.66% (n = 360,000); TRHR cells, fluo-8 calcium fluorescence, EC20 TRH enhancement; P34981; AID 493056; enhancement, % at 2 µM; in the data active = enhancement above about 30%; note: 0% is about no effect
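Enhancer read-out: after compound pinning and an initial kinetic agonist-mode read, an EC20 of TRH (10 nM final) was injected and fluo-8 calcium signal (Ex 480/Em 530) followed at 1 s/cycle for 100 cycles in TRHR-expressing cells.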
TrxR1 inh: rat TrxR1 inhibition. O89049. recombinant rTrxR1, NADPH fluorescence consumption, selenite substrate. Potency, µM (doses to about 114 µM), inactives show top-dose activity change, negative = inhibition, usual class: inhibitors. actives 1% (n = 390,000). AID 588453; note: potency is the fitted concentration of half-maximal effect; % is set by controls: 0 for no effect and ±100 for the full control effect; nearly all actives have a fitted effect of over 65% in size
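Rat TrxR1 (90 nM in the dispensed reagent) was pre-reduced with 400 uM NADPH for 5 min at room temperature, then incubated with compound for 15 min. After 400 uM selenite was added, NADPH fluorescence (Ex 340/Em 450 nm) was followed for 8 min.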
IDH1 R132H inh: blocks human mutant IDH1 R132H enzyme; actives 0.093% (n = 390,000); IDH1-R132H enzyme, NADPH consumption, diaphorase/resazurin fluorescence; O75874; Potency, µM (series often up to 76.6 µM), for inactives: at the top dose activity change, negative = inhibition, usual class: inhibitors; note: potency is the fitted concentration of half-maximal effect; % is set by controls: 0 for no effect and ±100 for the full control effect; nearly all actives have a fitted effect of over 65% in size
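IDH1-R132H (0.5 ug/mL dispensed) in pH 7.5 Tris buffer was preincubated 30 min with compound, then given a substrate mix of 0.016 mM NADPH and 2 mM alpha-KG for 80 min at room temperature; remaining NADPH was read by diaphorase/resazurin fluorescence.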
D2 ag: activates the human D2 dopamine receptor. activation, % at 2 µM. AID 485358. HEK293 T-REx D2 cells, calcium flux agonist mode. actives 0.53% (n = 340,000);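 active = activation over 3 SD above normal in the single-dose calcium agonist read, cut at about 30% in these data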; note: 0% is about no effect
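Tetracycline-induced HEK293 T-REx cells with force-coupled D2 receptor, plated overnight at 30 C, loaded with no-wash calcium dye. After a 10 s baseline, compound was pin-added and calcium flux read kinetically for 180 s; calcium rises flagged agonists.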
USP1-UAF1 inh: USP1/UAF1 (human) deubiquitinase inhibition | O94782 | recombinant USP1/UAF1, Ub-Rhodamine cleavage fluorescence | Potency, µM (titrated, usually from 57.1 µM), for inactives: at the highest dose activity change, negative = inhibition, hits mostly inhibitors | actives 0.23% (n = 390,000); note: potency is the fitted concentration of half-maximal effect; % is set by controls: 0 for no effect and ±100 for the full control effect; nearly all actives have a fitted effect of over 60% in size; inactives centre near -12
Target sequence (O94782 whole entry, looked up): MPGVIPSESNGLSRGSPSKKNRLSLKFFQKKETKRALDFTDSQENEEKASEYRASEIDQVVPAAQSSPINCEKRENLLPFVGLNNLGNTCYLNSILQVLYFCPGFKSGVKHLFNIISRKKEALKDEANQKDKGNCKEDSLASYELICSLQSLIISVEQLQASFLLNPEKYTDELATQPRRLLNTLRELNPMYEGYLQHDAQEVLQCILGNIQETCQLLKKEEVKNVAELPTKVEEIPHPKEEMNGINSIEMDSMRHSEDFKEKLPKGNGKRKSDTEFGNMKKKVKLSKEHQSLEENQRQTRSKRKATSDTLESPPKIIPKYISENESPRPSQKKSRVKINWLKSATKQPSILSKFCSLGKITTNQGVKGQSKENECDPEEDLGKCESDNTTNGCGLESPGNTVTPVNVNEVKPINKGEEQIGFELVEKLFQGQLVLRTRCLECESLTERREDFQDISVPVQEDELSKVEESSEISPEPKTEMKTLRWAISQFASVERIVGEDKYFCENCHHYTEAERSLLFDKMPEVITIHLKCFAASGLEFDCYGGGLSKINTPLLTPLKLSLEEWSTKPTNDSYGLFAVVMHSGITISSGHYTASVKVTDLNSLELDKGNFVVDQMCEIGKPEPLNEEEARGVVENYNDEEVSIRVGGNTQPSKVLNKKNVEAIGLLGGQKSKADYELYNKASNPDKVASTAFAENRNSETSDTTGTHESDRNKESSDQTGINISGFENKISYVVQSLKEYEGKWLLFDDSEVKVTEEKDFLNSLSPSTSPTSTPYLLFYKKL
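In this screen, compounds sit with the deubiquitinase complex (1nM) for 15 min at room temperature before Ub-Rho is added at 150nM final. Fluorescence rise is then followed for 6 reads every 60 seconds.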
Pin1 inhibitor: human Pin1 inhibition | Q13526 | Pin1 FP peptide displacement, HiFluor488, 10 min | Potency, µM (doses to about 115 µM), inactives show at the highest dose activity, negative = inhibition, hits mostly inhibitors | actives 0.009% (n = 390,000); active = well fitted inhibition curve with a large enough effect in the polarisation, with a control signal flat, not every such curve was filed as active; inconclusive = small, poorly fitted or top-dose-only effect, or effect the other way, or a change in a side signal; inactive = no such curve, though single readings can be large or run the other way; the % refers to the polarisation; note: potency is the fitted concentration of half-maximal effect; % is set by controls: 0 for no effect and ±100 for the full control effect
Target sequence (Q13526 whole entry, looked up): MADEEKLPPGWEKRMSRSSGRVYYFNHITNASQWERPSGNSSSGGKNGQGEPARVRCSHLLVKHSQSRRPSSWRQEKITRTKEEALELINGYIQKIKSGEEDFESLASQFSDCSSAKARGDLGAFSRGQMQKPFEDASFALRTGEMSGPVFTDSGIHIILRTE
TRHR ag: agonists of human TRH receptor; P34981; TRHR cells, calcium flux fluo-8, FDSS agonist mode; activation, % at 2 µM; actives 0.18% (n = 360,000); AID 493084; in the data active = activation above about 30%; note: 0% is about no effect
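TRHR-expressing cells, plated overnight in medium with 10% serum, were loaded with fluo-8 calcium dye at room temperature. After a 10 s baseline, library compound was pin-added and calcium release was recorded kinetically (ex 480/em 530) as agonist response.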
TrxR1 substrate: rat thioredoxin reductase 1 substrate activity. O89049. purified TrxR1 substrate turnover, NADPH consumption readout. Potency, µM (highest dose often 114 µM), inactives show at the highest dose activity change, negative = substrate turnover. actives 0.01% (n = 390,000). AID 588456; note: potency is the fitted concentration of half-maximal effect; % is set by controls: 0 for no effect and ±100 for the full control effect; nearly all actives have a fitted effect of over 50% in size
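Rat TrxR1, dispensed at 90 nM, was prereduced with 400 uM NADPH (final) for 5 min at ~22 deg C, then incubated with compound 15 min before 400 uM selenite. A first-read NADPH fluorescence drop versus no-compound background flagged substrates.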
D2 antagonist: antagonists of human D2 dopamine receptor. inhibition, % at 10 µM. actives 2% (n = 340,000). HEK293 TREx D2 cells, calcium flux, dopamine EC80; in the data active = inhibition above about 30%; note: 0% is about no effect
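Inhibition of EC80 dopamine-driven calcium flux, recorded kinetically, defines activity here; cells are a tetracycline-induced HEK293 T-REx line expressing force-coupled D2.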
The depositor's hits bear a star; ? = inconclusive; . = not tested or not shown; [ ] = another dose, or the depositor's remark. Unless noted, calls come from the whole dose curve; as a rule, active = well fitted inhibition curve with a large enough effect; inconclusive = small, poorly fitted or top-dose-only effect; inactive = no such curve, though single readings can be large or run the other way.

SMILES | TRHR PAM | TrxR1 inh | IDH1 R132H inh | D2 ag | USP1-UAF1 inh | Pin1 inhibitor | TRHR ag | TrxR1 substrate | D2 antagonist
COc1ccc(Cl)cc1NC(=O)CC(=O)Nc1cc(Cl)ccc1OC | -8 | 29%[57.1 µM] | 1% | . | -2% | 8% | 2.1 | 4%[57.1 µM] | .
COc1cc2sc(-c3ccccc3OC)c(-c3ccc(OCCN4CCOCC4)cc3)c2cc1OC | . | 18% | ? | . | -20% | 7% | . | 6% | .
O=C(O)CC(CC(=O)Nc1ccc(N2CCOCC2)cc1)c1ccccc1 (configuration not stated) | 2 | 48%[activator][11.4 µM] | 13% | 0.4 | -4% | -7% | 0.1 | -10%[11.4 µM] | -8
O=C(CNC(=O)c1ccc(OC(F)F)cc1)NCc1ccccn1 | -1 | 8% | -4% | . | -13% | -11% | -0.4 | -4% | .
O=Nc1c(O)[nH]c2c(F)cccc12 | 4 | 5%[57.1 µM] | -5% | -1.5 | -21% | -4% | -0.1 | -7% | 5
CCOc1ccccc1CNC(=O)c1ccc2c(c1)nc1n2CCC(C)C1 (configuration not stated) | -6 | 18%[57.1 µM] | -10% | -0.8 | -23% | -1% | -0.6 | 3%[57.1 µM] | .
CCOC(=O)C(NC(=O)c1ccccc1OCC)(Nc1ncccn1)C(F)(F)F (configuration not stated) | 2 | -11%[57.1 µM] | 4% | -2.0 | -2% | 1% | -2.9 | -3%[57.1 µM] | -1
CCOC(=O)C(CC)n1cnc2sc3c(c2c1=O)CCC3 (configuration not stated) | -4 | -14% | 7% | 0.4 | -13% | 24% | -1.9 | -2% | -2
CCOC(=O)Cc1[nH]nc2c1C(c1cccc(OC)c1OC)C(C#N)=C(N)O2 (configuration not stated) | 1 | -20% | 1% | 0.5 | -16% | -5% | 0.1 | -5% | -4
Cn1cc(Br)c(C(=O)NNC(=O)Nc2ccccc2C(F)(F)F)n1 | -4 | 26% | -5% | . | 0% | -9% | 0.1 | 6% | .
Cc1ccc(Oc2ccc(S(=O)(=O)N3CCOCC3)cc2C(N)=O)cc1C | 2 | -9% | 2% | 1.4 | -1% | 12% | 0.7 | -9% | 5
Cc1ccc(C)c(OCc2ccc(C(=O)NN)o2)c1 | -5 | 2% | 3% | 0.9 | -6% | 1% | 0.2 | -6% | -16
CC(C)(C)C1=C(C#N)C(c2ccc3c(c2)OCO3)C(C#N)=C(N)O1 (configuration not stated) | -1 | -27% | 17% | 0.5 | -11% | -2% | 0.7 | -8% | -8
CCOC(=O)Cc1csc(NC(=O)CCCc2ccccc2)n1 | 6 | 12% | 8% | -0.6 | -6% | -5% | -2.0 | 3% | 5
CC1Cc2ccccc2N1C(=O)Cn1cc([N+](=O)[O-])cn1 (configuration not stated) | -7 | 16%[57.1 µM] | 4% | -0.4 | -13% | -3% | 0.4 | 9%[57.1 µM] | 39*
O=C(c1cccs1)N1CCN(c2ccc(F)cc2)CC1 | -3 | ? | 10% | 1.3 | -7% | -8% | 0.3 | 1% | -2
O=C(Nc1ccccc1C(=O)NC(Cc1c[nH]c2ccccc12)C(=O)O)c1ccccc1 (configuration not stated) | -5 | 12% | -9% | 0.1 | -15% | 1% | -1.1 | 0% | -12
COc1ccc(OC)c(NC(=O)CSc2nnc(Cn3c(=O)sc4ccccc43)n2C)c1 | -2 | 21% | -4% | -0.5 | -16% | 2% | -0.8 | -2% | 7
CC(=O)c1ccc(S(=O)(=O)N2CCN(CCOc3ccccc3)CC2)cc1 | . | 17% | -2% | . | -23% | -2% | . | 5% | .
CC1Sc2ccc(S(=O)(=O)CCC(=O)NCc3ccccc3Cl)cc2NC1=O (configuration not stated) | 1 | 17%[57.1 µM] | -9% | -0.9 | -15% | -6% | 0.3 | 3%[57.1 µM] | 0
O=C(Nc1ccc(Cl)cc1)c1ccc2c(c1)S(=O)(=O)c1ccccc1C2=O | . | 8%[57.1 µM] | -7% | . | 5% | 0% | . | -3% | .
O=C(CCCN1C(=O)/C(=C/c2ccc(F)cc2)SC1=S)NCCCn1ccnc1 | -8 | -1% | 12% | -0.1 | -19% | 3% | -0.4 | -1% | 19
COc1cc2c(cc1OC)C(COc1cccc(C(F)(F)F)c1)N(C(=O)c1ccc(S(=O)(=O)N3CCCC3)cc1)CC2 (configuration not stated) | 3 | 31%[57.1 µM] | 2% | . | -31% | 29% | 0.9 | 5%[57.1 µM] | .
COc1cccc(CNC(=O)CSCC(=O)Nc2ccc(C)cc2)c1 | 3 | 12% | 1% | 0.7 | -19% | ? | 0.4 | 3% | 2
COc1ccc(N2CCN(Cc3cc(=O)oc4cc(C)c(Cl)cc34)CC2)cc1 | 4 | -21% | 0% | -0.1 | -5% | 2% | 0.0 | -1%[57.1 µM] | -8

Three entries from above, with tabs:
SMILES	TRHR PAM	TrxR1 inh	IDH1 R132H inh	D2 ag	USP1-UAF1 inh	Pin1 inhibitor	TRHR ag	TrxR1 substrate	D2 antagonist
COc1ccc(OC)c(NC(=O)CSc2nnc(Cn3c(=O)sc4ccccc43)n2C)c1	-2	21%	-4%	-0.5	-16%	2%	-0.8	-2%	7
COc1ccc(Cl)cc1NC(=O)CC(=O)Nc1cc(Cl)ccc1OC	-8	29%[57.1 µM]	1%	.	-2%	8%	2.1	4%[57.1 µM]	.
O=Nc1c(O)[nH]c2c(F)cccc12	4	5%[57.1 µM]	-5%	-1.5	-21%	-4%	-0.1	-7%	5

(further entries)
SMILES | TRHR PAM | TrxR1 inh | IDH1 R132H inh | D2 ag | USP1-UAF1 inh | Pin1 inhibitor | TRHR ag | TrxR1 substrate | D2 antagonist
O=C(Cn1cc(SCc2ccc(F)cc2)c2ccccc21)N1CCCCCC1 | -8 | 14% | -11% | 0.1 | 2% | 15% | 0.1 | -6% | .
CCCCOc1cccc(C2c3c(oc4ccccc4c3=O)C(=O)N2c2ccccn2)c1 (configuration not stated) | 3 | 14% | -7% | 0.2 | -5% | 4% | 0.0 | 5% | .
Cn1c(=NC(=O)c2ccc(F)cc2)sc2cc(Br)ccc21 | 1 | 51%[activator][57.1 µM] | 4% | -0.7 | -9% | 1% | -0.1 | 10%[57.1 µM] | .
COc1cc([N+](=O)[O-])ccc1NC(=O)NNC(=O)CCc1ccccc1 | -1 | 16% | 3% | -0.7 | -15% | -2% | 0.2 | 4% | -3
Cc1ccc(SCc2[nH]nc3c2C2(C(=O)N(C)c4ccccc42)C(C#N)=C(N)O3)cc1 (configuration not stated) | 2 | -4% | 2% | -0.1 | -3% | -5% | 0.1 | -2% | -25
Cn1c(C2CC(=O)N(Cc3ccccc3)C2)nc2ccccc21 (configuration not stated) | 3 | 5%[57.1 µM] | 10% | 0.8 | -17% | -3% | -0.2 | 8%[57.1 µM] | -15
Cc1cccc(NC(=O)c2cccc(C(F)(F)F)c2)c1 | 3 | 24% | 7% | -1.2 | -1% | 1% | 0.0 | -5% | -3
Cn1c2ccccc2c2nnc(SCCN3CCOCC3)nc21 | -2 | ? | 0% | -0.2 | -19% | 4% | -0.9 | -6% | -22
O=C(CCOc1ccccc1)Nc1ccnn1C1CCN(Cc2ccc(CO)o2)CC1 | 3 | 9% | 5% | -0.4 | -14% | -5% | 0.2 | 1% | -10
Clc1cc2c(cc1/C=N/Nc1nc(N3CCOCC3)nc(N3CCOCC3)n1)OCO2 | -1 | -1% | 7% | 0.2 | -16% | -3% | -0.3 | -8% | 1
Cc1ccc(C(=O)Nc2cccnc2Cl)cc1Cl | 0 | -5%[57.1 µM] | 4% | 4.2 | -16% | -8% | -0.4 | -3%[57.1 µM] | -2
CC(NC(=O)C1CCN(C(=O)Nc2ccccc2)CC1)c1ccccc1 (configuration not stated) | 6 | 13%[57.1 µM] | -3% | -0.6 | -19% | 5% | -0.1 | 1%[57.1 µM] | 0
CC(=O)Nc1ccc(S(=O)(=O)Nc2cccc(-c3cn4cccnc4n3)c2)cc1 | 4 | 7%[57.1 µM] | 2% | -0.4 | -5% | 6% | 0.0 | 135%[activator][57.1 µM] | 8
COCc1cc(=O)[nH]c(Nc2nc(C)c3cc(OC)ccc3n2)n1 | 6 | . | . | -0.2 | . | . | 0.4 | . | -2

Some values from the entries so far.
In USP1-UAF1 inh, Clc1cc2c(cc1/C=N/Nc1nc(N3CCOCC3)nc(N3CCOCC3)n1)OCO2 shows -16%
In TrxR1 substrate, COc1cc([N+](=O)[O-])ccc1NC(=O)NNC(=O)CCc1ccccc1 shows 4%
In D2 antagonist, Cc1ccc(C(=O)Nc2cccnc2Cl)cc1Cl shows -2

As a short view, part of the list above:
SMILES | TRHR PAM | TrxR1 inh | IDH1 R132H inh | D2 ag | USP1-UAF1 inh | Pin1 inhibitor | TRHR ag | TrxR1 substrate | D2 antagonist
COc1ccc(Cl)cc1NC(=O)CC(=O)Nc1cc(Cl)ccc1OC | -8 | 29%[57.1 µM] | 1% | . | -2% | 8% | 2.1 | 4%[57.1 µM] | .
COc1cc2sc(-c3ccccc3OC)c(-c3ccc(OCCN4CCOCC4)cc3)c2cc1OC | . | 18% | ? | . | -20% | 7% | . | 6% | .
O=C(O)CC(CC(=O)Nc1ccc(N2CCOCC2)cc1)c1ccccc1 (configuration not stated) | 2 | 48%[activator][11.4 µM] | 13% | 0.4 | -4% | -7% | 0.1 | -10%[11.4 µM] | -8

Only part of the results is shown; rates above refer to the full screens.
